NSD2 HMT inh: inhibitors of human histone methyltransferase NSD2 | inhibition, % at 12.5 µM | 310,000 tested, 0.54% active | O96028 | NSD2 peptide methylation, AlphaScreen, 120 min; in the data active = inhibition above about 50%
Wnt act: activators of Wnt/beta-catenin signaling; Wnt/beta-catenin reporter cell assay, activator, plate reader; activation, % at 9.35 µM; AID 743398; 300,000 tested, 1.2% active; in the data active = activation above about 30%, passing the limit was not always enough;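 note: 0% = neutral control wells and 100% = positive control wells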
PvdQ inh: blocks Pseudomonas aeruginosa PvdQ acylase activity. inhibition, % at 10 µM. AID 488965. purified PvdQ acylase, fluorescence plate reader. 340,000 tested, 0.063% active; in the data active = inhibition above about 30%, passing the limit was not always enough;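 note: 0% = vehicle neutral wells and 100% = reference inhibitor wells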
dFosB activator: activators of mouse delta FosB homodimer; 340,000 tested, 0.99% active; P13346; purified delta FosB, TAMRA-CDK5 oligo fluorescence polarization; percent of positive-control signal above neutral wells; activation, % at 25 µM;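 active = mean activation above about 17%, with every replicate also reaching it, limit read from the data, passing the limit was not always enough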;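 note: fluorescence polarization rise as delta FosB binds a TAMRA Cdk5 AP-1 oligo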
Target sequence (P13346 whole entry, looked up): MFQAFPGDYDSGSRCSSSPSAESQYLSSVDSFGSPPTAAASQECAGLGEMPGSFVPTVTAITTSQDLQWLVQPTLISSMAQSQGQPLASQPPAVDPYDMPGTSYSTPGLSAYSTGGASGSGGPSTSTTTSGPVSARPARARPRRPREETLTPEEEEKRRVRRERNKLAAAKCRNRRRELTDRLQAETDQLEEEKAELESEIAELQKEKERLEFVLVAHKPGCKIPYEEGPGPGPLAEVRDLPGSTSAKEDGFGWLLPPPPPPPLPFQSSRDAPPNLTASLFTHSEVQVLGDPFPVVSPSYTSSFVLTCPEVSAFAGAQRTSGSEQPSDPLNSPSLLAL
HTR5A inv ag: counter-screen for OPRM1-OPRD1 inverse agonists: human HTR5A inverse agonism; P47898; HTR5A cell line, luminescence; inhibition, % at 9.3 µM; 340,000 tested, 0.083% active; AID 504634; in the data active = inhibition mostly above about 23%, no sharp cut-off; inactive = mostly below about 18%;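 note: 0% = cells with DMSO and 100% = no-cell wells with DMSO; some compounds called inactive have numbers as strong as hits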
Target sequence (P47898 whole entry, looked up): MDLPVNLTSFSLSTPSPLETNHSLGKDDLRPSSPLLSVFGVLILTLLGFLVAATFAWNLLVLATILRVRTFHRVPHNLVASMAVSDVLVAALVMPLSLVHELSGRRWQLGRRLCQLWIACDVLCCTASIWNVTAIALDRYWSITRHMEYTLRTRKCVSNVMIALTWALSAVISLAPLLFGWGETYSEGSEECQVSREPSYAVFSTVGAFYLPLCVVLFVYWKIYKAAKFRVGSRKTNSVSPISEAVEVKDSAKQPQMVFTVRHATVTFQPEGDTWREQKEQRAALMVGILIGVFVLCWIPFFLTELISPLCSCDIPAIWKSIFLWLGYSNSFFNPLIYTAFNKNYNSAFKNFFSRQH
MITF act: increases MITF-driven TRPM1 promoter luciferase signal; 300,000 tested, 0.75% active; AID 588334; activation, % at 12.5 µM; SK-MEL-5 TRPM1-promoter luciferase, 24 h; % of positive control, neutral wells = 0;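 active = mean activation of at least 80% with every replicate also reaching 80%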;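 note: 0% = neutral control wells and 100% = parthenolide positive control wells; values of inactives mirror those of a sister screen read the other way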
HTR5A ag ctr: counter-screen for OPRM1-OPRD1 agonists: human HTR5A agonism | P47898 | HTR5A agonist assay, luminescence, cell-based | activation, % at 9.3 µM | 340,000 tested, 0.61% active | AID 504692; in the data active = activation mostly above about 9.5%, no sharp cut-off; inactive = mostly below about 7.6%;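 note: 0% = cells with vehicle only and 100% = reference agonist; strong numbers were not always called active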
CDK5 inh: inhibitors of human CDK5/p35 kinase; Q00535+Q15078; Recombinant CDK5/p35, ADP-Glo luminescence, 60 min; inhibition, % at 10 µM; 330,000 tested, 0.01% active; AID 488839;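 active = highest replicate inhibition of at least 50% and at least 75% of replicates reaching 50%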;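 note: plate controls were DMSO neutral control for no effect and GW8510 at 10 µM for full effect; many of its hits are not listed in these tables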
V-ATPase pHluor: yeast V-ATPase proton transport regulation by pHLuorin | AID 504577 | 350,000 tested, 0.37% active | response, % at 10 µM | S. cerevisiae, pHLuorin cytosolic pH fluorescence; in the data active = response mostly above about 7.3%, no sharp cut-off; inactive = mostly below about 5.4%; note: actives read high; inactives centre near 0; some compounds called inactive have numbers as strong as hits; reference of the scale not given here
SR-BI DiI inh: mouse SR-BI HDL lipid transfer inhibition; Q61009; ldlA[mSR-BI] CHO cells, DiI-HDL uptake fluorescence, 3 h; inhibition, % at 12.5 µM; 320,000 tested, 0.96% active; AID 488896;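 active = mean replicate inhibition of at least 70% and a set share of replicates each scoring 70 or more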;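 note: 0% = median of neutral control wells and 100% = median of positive control wells; values of inactives mirror those of a sister screen read the other way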
An asterisk follows results filed as active; . = not tested or not shown.

SMILES | NSD2 HMT inh | Wnt act | PvdQ inh | dFosB activator | HTR5A inv ag | MITF act | HTR5A ag ctr | CDK5 inh | V-ATPase pHluor | SR-BI DiI inh
O=C(Cc1ccc(N2CCNC2=O)cc1)N1CCCC(Nc2cccc(F)c2)C1 (centres undefined) | 0 | -6 | -10 | 1 | 7 | -31 | -2 | -2.0 | -2 | 23
COc1cccc(/C=C/C(=O)c2cccc([N+](=O)[O-])c2)c1OC | 14 | 6 | 5 | -5 | -7 | 5 | 3 | 0.3 | 3 | 20
COc1ccccc1/C=N/NC(=O)c1ccccc1NS(=O)(=O)c1ccc(C)cc1 | -1 | . | 0 | -4 | -5 | -4 | 4 | 2.3 | -3 | 11
O=C(NS(=O)(=O)c1ccc(Cl)cc1)c1ccccc1 | 0 | 0 | -11 | -2 | -1 | -3 | 9 | 0.1 | -1 | -13
O=C(NCC1CCCCC1)c1ccc(=O)[nH]c1 | . | -2 | 1 | 5 | -8 | -2 | 2 | -1.2 | -2 | .
Cc1ccc(C)c(NC(=O)c2cnccn2)c1 | -1 | 0 | 3 | -10 | 13 | -10 | 1 | 0.0 | -2 | -3
C=C(C)Cn1c(C)cc(C)c(S(=O)(=O)c2ccccc2C)c1=O | -1 | . | -13 | -6 | 5 | 5 | -2 | 0.4 | 2 | 2
CCOc1cc(C(=O)Nc2cccnc2)cc(OCC)c1OCC | -1 | -4 | -3 | -11 | 23 | . | -7 | 0.9 | 4 | 37
O=C(NCCNc1ccc([N+](=O)[O-])cc1)c1cccc2c(Br)cccc12 | -1 | -6 | -4 | -5 | 2 | 8 | -1 | -0.4 | -1 | -3
O=C(CN1CCN(S(=O)(=O)c2ccc(F)cc2)CC1)Nc1ccc2c(c1)OCCO2 | . | -1 | 0 | -7 | -3 | 11 | 3 | 1.6 | -4 | 18
O=C(CSc1ccc2c(c1)OCCO2)Nc1cccnc1 | -4 | 5 | 1 | -3 | -2 | -10 | -1 | 0.5 | -1 | -25
CC(=O)C1C(=O)CC(c2ccc(Cl)cc2)CC1=O (centres undefined) | 0 | 2 | -18 | 5 | -24 | . | 2 | -8.4 | 2 | -3
CCN1CCCC1CNc1ncnc2c1[nH]c1ccc(Cl)cc12 (centres undefined) | 54* | -2 | -7 | 3 | -21 | 19 | 8 | 2.3 | -7 | -25
O=C(NCc1cccnc1)c1ccc(Cn2cc(C(F)(F)F)ccc2=O)cc1 | -2 | -13 | 13 | -7 | 3 | -4 | -1 | 0.0 | 3 | 10
CCC1=Nc2ccccc2NC2=C1C(=O)CCC2 | 3 | . | -16 | -10 | -6 | -8 | 2 | 1.8 | 1 | -6
CC/C(=N\NC(=O)c1nnn(-c2nonc2N)c1CN(C)c1ccccc1)c1ccccc1 | -3 | 0 | -8 | -12 | -6 | 1 | -3 | -1.2 | 2 | -20
Cc1ccc(Cn2nnc3c(=O)n(CC(=O)NCc4ccccc4)cnc32)cc1 | -2 | -1 | -5 | 3 | -8 | -18 | 3 | -0.5 | -2 | -12
Cc1onc(-c2c(Cl)cccc2Cl)c1C(=O)N1CCN(c2ccccc2F)CC1 | -2 | -2 | -11 | -10 | 11 | -6 | -4 | 0.2 | 1 | -3
CCCCCCN1C=CC(=C2C(=O)c3ccccc3C2=O)C=C1 | . | -4 | -6 | 1 | 9 | -79 | -1 | -2.2 | -3 | 32
Nc1cc(=O)[nH]c(SCC(=O)Nc2cccc(S(=O)(=O)N3CCCCCC3)c2)n1 | 0 | -1 | 5 | 4 | 16 | 8 | -4 | -1.2 | 7 | -20
COc1cc(NC(=O)c2ccc(Br)cc2)c(OC)cc1NC(=O)c1ccccc1 | -2 | 2 | 0 | 3 | 0 | -5 | -7 | 0.5 | -3 | 57
COc1ccc(-n2nc(C(=O)NCC(=O)N3CCN(c4ccccc4)CC3)c3ccccc3c2=O)cc1OC | -7 | 14 | -10 | -15 | -5 | 47 | 2 | -0.7 | -1 | .
Cc1ccccc1Nc1nc(Nc2ccccc2C)nc(SC2=NCCS2)n1 | . | 1 | -8 | 1 | -9 | -22 | -1 | -0.5 | 1 | 27
O=S(=O)(Nc1ccc(-c2nc3cccnc3s2)cc1)c1ccccc1F | -1 | 27 | -2 | -2 | -6 | 23 | 2 | 3.4 | -1 | -13
CCOC(=O)c1c(NC(=O)c2cccs2)sc2c1CCN(C(=O)OCC)C2 | -6 | -1 | -11 | -11 | -37 | 15 | 13 | 0.1 | 1 | 56
Cc1cccc(N(C)S(=O)(=O)c2ccc3c(c2)CCC(=O)N3)c1 | 1 | . | -26 | 0 | 1 | -1 | 0 | 0.1 | 2 | -12
CCN(CC)CCSc1nc(O)c(-c2ccccc2)c(=O)[nH]1 | 4 | . | 5 | -9 | 5 | -7 | -3 | 1.1 | 3 | -9
Cc1ccc(C)n1-c1sc2c(c1C#N)CCCC2 | -1 | -9 | 2 | -8 | -6 | . | -4 | -1.1 | -2 | 4
Cc1ccc(S(=O)(=O)NCC(=O)OC(C)C(=O)Nc2ncc(Cl)cc2Cl)cc1 (centres undefined) | -2 | 4 | -17 | 6 | 4 | 6 | -1 | 0.2 | 2 | -26
O=C(COc1cccc(F)c1)Nc1nc(-c2cccnc2)cs1 | 1 | 0 | 9 | -13 | -9 | 5 | 6 | -0.1 | 2 | 7
CCOc1ccc(N(CC(=O)O)S(=O)(=O)c2ccc(F)cc2)cc1 | -1 | 1 | 9 | -6 | -10 | . | 5 | -1.1 | -1 | -6
COc1cc(C2C(C#N)=C(N)Oc3n[nH]c(-c4cccs4)c32)cc(OC)c1O (centres undefined) | 11 | 0 | 21 | -5 | -2 | -1 | -2 | 0.4 | 0 | -1
O=c1[nH]c(COc2ccc(Cl)cc2Cl)nc2ccccc12 | -3 | -2 | -4 | 3 | 7 | 79 | 4 | 0.0 | -1 | -14
CCN1C(=O)C(=O)N(CC(=O)Nc2ccccc2Oc2ccccc2)C1=O | -2 | 0 | 10 | -5 | 15 | -6 | -6 | 0.6 | 6 | 9
O=C(OCCN1CCCCC1)c1c[nH]c2ccccc12 | . | 0 | -2 | 9 | 28 | 12 | 9 | -0.8 | -4 | 2
COc1cc(Br)c(CC2c3cc(OC)c(OC)cc3CCN2C)cc1OC (centres undefined) | 2 | -4 | 10 | -1 | 5 | 7 | -1 | 0.2 | -4 | 2
O=C(Nc1ccccc1)NC1CCCc2ccccc21 (centres undefined) | -2 | . | -12 | 2 | 10 | -7 | 6 | -0.8 | -1 | 13
CCCC(=O)Nc1ccccc1-c1nnn(CC(=O)Nc2ccc(OCC)cc2)n1 | 1 | -4 | -9 | 41* | -15 | -15 | -2 | -0.6 | 2 | 7
C=CCn1c(SCC(=O)Nc2sccc2C#N)nc2sc(C)c(C)c2c1=O | -28 | . | 1 | 23* | -40 | 2 | 2 | -3.5 | -7 | -38
CN(C)S(=O)(=O)c1ccc(N2CCOCC2)nc1 | 0 | . | -2 | 2 | -5 | 2 | -5 | -1.0 | -1 | -18
Cn1cc([N+](=O)[O-])c(C(=O)N/N=C/c2ccc3c(c2)OCO3)n1 | -4 | 0 | 5 | -8 | 14 | -2 | -3 | -0.6 | -2 | -8
COC(=O)CN1C(=O)S/C(=C/c2ccc(N3CCCCC3)o2)C1=O | 0 | -3 | -18 | 2 | -2 | . | -2 | -3.8 | -4 | 20
COc1ccccc1C(=O)Nc1ccc(OCc2nnc3c4ccccc4c(C)nn23)cc1 | -1 | 2 | -15 | 10 | -7 | 18 | 3 | 1.1 | -1 | -7
Cc1cccc(C)c1NC(=O)CSc1nnc(C)n1CC1CCCO1 (centres undefined) | 1 | 7 | 3 | -3 | 7 | -7 | 2 | -10 | -1 | -24
COc1cccc(C(=O)Nc2sc(C(C)C)cc2C(N)=O)c1OC | -2 | 3 | -13 | -6 | -13 | 17 | 2 | -0.1 | -2 | .
COc1ccc(NS(=O)(=O)c2ccc(C)c(C(=O)N(C)Cc3ccc(C)cc3)c2)cc1 | 4 | 1 | 2 | -16 | -12 | 4 | 4 | 0.9 | -3 | 7
Cc1c(C(=O)NNC(=O)c2ccncc2)oc2ccc(Br)cc12 | 2 | -2 | 4 | -5 | 10 | 8 | -4 | -1.2 | -3 | -15
COc1cnc(SCCC(F)=C(F)F)[nH]c1=O | -3 | 0 | -11 | 0 | -9 | 2 | 3 | 1.3 | 1 | -25
COc1ccc(S(=O)(=O)Nc2ccccc2-c2nc3ccccc3[nH]c2=O)cc1 | 2 | -1 | -8 | -14 | 20 | -11 | -8 | 0.4 | -1 | -3
CCC(=O)c1ccc(OCC(=O)Nc2ccccc2C(=O)N2CCCCC2)cc1 | 0 | 11 | -14 | -8 | 4 | 1 | 0 | 0.7 | -3 | 20
Cc1[nH]n(-c2ccccc2)c(=O)c1C(c1cccc([N+](=O)[O-])c1)c1c(C)[nH]n(-c2ccccc2)c1=O | 24 | 3 | 12 | -2 | 6 | -4 | 7 | 0.3 | 4 | 28
Cc1noc(C)c1C(=O)NCCC1=CCCCC1 | -2 | . | -5 | -11 | -5 | 5 | -2 | -1.6 | 2 | -8
Cc1cc([N+](=O)[O-])nn1CCCC(=O)NC(C)c1ccccc1 (centres undefined) | -3 | -2 | 7 | -5 | -35 | 15 | 0 | -0.3 | -3 | -7
NC(=O)c1ccc(NC(=O)COC(=O)/C=C/c2cn(-c3ccccc3)nc2-c2cccnc2)cc1 | 1 | -3 | 8 | 14 | 15 | 21 | 6 | 1.0 | -1 | 0
O=C(NC1CCCC1)C(c1ccncc1)N(C(=O)c1csnn1)c1ccc(F)cc1 (centres undefined) | . | 0 | -4 | -2 | 17 | 8 | 7 | 0.7 | 2 | -8
Cn1cc(/C=C2\SC(=S)N(NC(=O)c3cccc(Cl)c3)C2=O)c2ccccc21 | -1 | -1 | -9 | -5 | 5 | -7 | 6 | 1.2 | 5 | .
COC(=O)c1cc(S(=O)(=O)NCC2CCN(Cc3ccccc3F)CC2)c[nH]1 | 2 | 4 | -18 | 0 | 9 | -7 | -2 | -4.1 | 0 | -11
O=[N+]([O-])c1cccc(NC(=S)N2CCN(S(=O)(=O)c3ccccc3)CC2)c1 | 1 | -3 | -2 | 1 | 10 | 0 | 6 | 0.0 | 1 | 9
CN1CCN(c2oc(Cc3cccc4ccccc34)nc2C#N)CC1 | 5 | 5 | 10 | -1 | -9 | . | -1 | 2.1 | -5 | -1
CCCn1c(=N)c(C(=O)NCc2ccc3c(c2)OCO3)cc2c(=O)n3cccc(C)c3nc21 | 1 | -2 | -6 | 10 | -2 | 6 | 1 | 0.2 | -3 | -23

One compound at a time, as listed above. Order of values: NSD2 HMT inh, Wnt act, PvdQ inh, dFosB activator, HTR5A inv ag, MITF act, HTR5A ag ctr, CDK5 inh, V-ATPase pHluor, SR-BI DiI inh
Cc1[nH]n(-c2ccccc2)c(=O)c1C(c1cccc([N+](=O)[O-])c1)c1c(C)[nH]n(-c2ccccc2)c1=O is listed with 24, 3, 12, -2, 6, -4, 7, 0.3, 4, 28
COc1cnc(SCCC(F)=C(F)F)[nH]c1=O is listed with -3, 0, -11, 0, -9, 2, 3, 1.3, 1, -25
NC(=O)c1ccc(NC(=O)COC(=O)/C=C/c2cn(-c3ccccc3)nc2-c2cccnc2)cc1 is listed with 1, -3, 8, 14, 15, 21, 6, 1.0, -1, 0
O=C(NC1CCCC1)C(c1ccncc1)N(C(=O)c1csnn1)c1ccc(F)cc1 (centres undefined) is listed with ., 0, -4, -2, 17, 8, 7, 0.7, 2, -8

Screens from PubChem BioAssay.

Compounds were not picked by outcome (roughly 5% active in at least one column).
